Screening results deposited in PubChem by several laboratories.
MEX-5 binding: MEX-5 zinc finger RNA-binding disruptors – biochemical, C. elegans, fluorescence polarization, MLPCN library, primary screen | Zinc finger protein mex-5 (Caenorhabditis elegans), Q9XUB2 | MEX-5/FITC-TCR2 RNA binding; hits give low values | activity score (negative = inhibition of binding), % at 10 µM | actives 0.38% (n = 300,000) | AID 1832, 2009;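 active = inhibition past about -25% in most replicates, and total fluorescence under double the plate's negative control median, limit read from the data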;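 also: 0% = DMSO and -100% = 5 µM competing unlabeled TCR2 RNA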
Target sequence (Q9XUB2 whole entry, looked up): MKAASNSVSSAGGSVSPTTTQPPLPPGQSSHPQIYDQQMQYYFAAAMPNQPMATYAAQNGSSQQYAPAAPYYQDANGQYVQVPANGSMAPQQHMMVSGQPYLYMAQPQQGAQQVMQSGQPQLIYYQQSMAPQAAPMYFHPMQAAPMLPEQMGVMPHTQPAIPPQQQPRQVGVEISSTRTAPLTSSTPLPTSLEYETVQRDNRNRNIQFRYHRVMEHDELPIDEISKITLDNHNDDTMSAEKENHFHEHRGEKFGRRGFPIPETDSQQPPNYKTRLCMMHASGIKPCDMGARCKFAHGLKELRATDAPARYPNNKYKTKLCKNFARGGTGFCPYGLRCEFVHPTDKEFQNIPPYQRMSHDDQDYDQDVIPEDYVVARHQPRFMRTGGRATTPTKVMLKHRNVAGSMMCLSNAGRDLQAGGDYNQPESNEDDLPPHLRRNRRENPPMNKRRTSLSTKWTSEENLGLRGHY
AGP1 TOR yeast: modulators of AGP1-GFP expression in yeast TOR pathway, primary screen, cell-based, multiplex flow cytometry, S. cerevisiae, MLPCN library; 3 h; GFP as percent of DMSO wells; GFP response vs DMSO, % at 10 µM; actives 0.02% (n = 320,000);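 active = GFP response relative to DMSO above a set limit, near screen average plus 3 SD, cut at about 150% in these data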;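 also: median GFP channel fluorescence of the gated AGP1 strain per well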
GRK2 inh: compounds blocking aptamer binding on GRK2 – biochemical, human GRK2, bead flow cytometry, HTS, primary screen. FAM-aptamer displacement from GRK2. inhibition of aptamer binding, % at 10 µM. actives 0.59% (n = 330,000). AID 488847, 2010;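 active = inhibition of aptamer binding above 40%, roughly 3 SD of noise, on plates passing a quality check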;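 also: median bead fluorescence of bound FAM aptamer so fluorescent compounds give negative values; no value below 0 was filed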
Yeast superoxide: reduction of superoxide in aged yeast, primary screen, HTS. S. cerevisiae aged cells, superoxide DHE fluorescence; hits give low values. superoxide response (% of plate mean), % at 10 µM. actives 0.18% (n = 330,000);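 active = superoxide response under a set limit, about three screen SD below normal, cut at about 65% in these data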;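 also: yeast aged for seven days with compound at 30 °C before DHE staining; 100% = average MFI of all compound-treated wells on the plate with controls excluded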
VLA-4 inh: inhibition in human VLA-4 binding assay, primary screen, VLA-4 allosteric modulator project, MLPCN library, flow cytometry, VLA-4 expressing cells | Integrin alpha-4 (Homo sapiens), P13612 | ligand binding flow cytometry | inhibition, % (about 7 µM as worked out from the volumes in the protocol) | actives 0.2% (n = 330,000); in the data active = inhibition above about 50%
GLD-1 RNA inh: GLD-1/TGE RNA complex disruptors, primary screen, biochemical, fluorescence polarization; AID 2280, 2010; inhibition, % at 5.96 µM; Female germline-specific tumor suppressor gld-1 (Caenorhabditis elegans), Q17339; purified GLD-1 + fluorescein TGE RNA; actives 0.44% (n = 320,000);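 active = percent inhibition above a per-plate cutoff, the plate mean of test compounds plus 3 SD, cut at about 30% in these data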;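 also: 0% = DMSO wells with GLD-1 and probe and 100% = wells lacking GLD-1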
MCL1 BIM primary: inhibitors of MCL1 binding to BIM-BH3, primary screen, biochemical, fluorescence polarization. AID 2057, 2009. Induced myeloid leukemia cell differentiation protein Mcl-1 (Homo sapiens), Q07820. actives 0.68% (n = 320,000). GST-MCL1 / FITC-Bim-BH3 fluorescence polarization. inhibition, % at 10.9 µM;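 active = inhibition above the mean inhibition of all tested compounds plus 3 SD, set per campaign, cut at about 40% in these data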;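 also: 0% = DMSO wells and 100% = unlabeled Bim-BH3 peptide control; higher means more loss of mP so more displacement of Bim peptide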
Target sequence (Q07820 whole entry, looked up): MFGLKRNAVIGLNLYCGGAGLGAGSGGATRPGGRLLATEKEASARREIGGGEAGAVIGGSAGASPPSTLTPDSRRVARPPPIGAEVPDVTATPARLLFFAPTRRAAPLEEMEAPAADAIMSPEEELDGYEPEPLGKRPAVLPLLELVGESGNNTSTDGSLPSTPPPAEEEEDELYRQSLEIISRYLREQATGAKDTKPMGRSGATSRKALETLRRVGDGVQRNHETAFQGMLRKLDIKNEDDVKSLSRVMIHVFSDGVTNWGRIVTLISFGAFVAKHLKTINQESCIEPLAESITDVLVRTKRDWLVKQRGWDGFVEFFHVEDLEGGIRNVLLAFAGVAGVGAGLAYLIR
Bcl-xL primary: inhibitors of human Bcl-xL, primary screen, biochemical, fluorescence polarization, HTS; Bcl-2-like protein 1 (Homo sapiens), Q07817; GST-Bcl-xL / FITC-Bim BH3 peptide fluorescence polarization; inhibition, % at 10.9 µM; actives 0.7% (n = 320,000); AID 2129, 2009;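 active = inhibition above the mean of all tested compounds plus 3 SD, cutoff set per campaign, cut at about 30% in these data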;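 also: 0% = DMSO wells and 100% = unlabeled Bim-BH3 peptide competitor; inhibitors lower millipolarization by displacing the labeled peptide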
Target sequence (Q07817 whole entry, looked up): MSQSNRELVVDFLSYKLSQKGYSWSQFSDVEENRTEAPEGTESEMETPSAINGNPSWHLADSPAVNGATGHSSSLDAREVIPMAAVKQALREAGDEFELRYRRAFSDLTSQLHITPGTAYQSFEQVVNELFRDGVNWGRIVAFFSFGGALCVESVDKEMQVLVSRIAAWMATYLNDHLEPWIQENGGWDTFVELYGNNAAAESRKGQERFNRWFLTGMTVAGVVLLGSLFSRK
CIT2 TOR yeast: modulators of CIT2-GFP expression in yeast, primary screen, S. cerevisiae, GFP fusion, multiplex flow cytometry, MLPCN library; S. cerevisiae CIT2-GFP strain, 3 h; 100 means same as DMSO wells; GFP response vs DMSO, % at 10 µM; actives 0.065% (n = 320,000); AID 2029, 2009;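 active = GFP response relative to DMSO above a set limit, near the screen mean plus 3 SD, cut at about 150% in these data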;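 also: ratio of well median GFP fluorescence to mean of DMSO wells on the plate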
* hit, by the source's call; i = inactive; · = not tested or not shown. Rows are unselected; about 2.1% have a hit in one of these screens.

SMILES | MEX-5 binding | AGP1 TOR yeast | GRK2 inh | Yeast superoxide | VLA-4 inh | GLD-1 RNA inh | MCL1 BIM primary | Bcl-xL primary | CIT2 TOR yeast
CC1CCc2c(sc3c2C2=NS(=O)(=O)CCN2C=N3)C1 (stereo not given) | 1.6 | 98 | 1 | 98 | 17 | 2 | 2 | 7 | 92
CC(=O)Nc1ccc(S(=O)(=O)NCc2nc(-c3ccccc3C)no2)cc1 | 1.4 | 103 | 5 | 86 | -4 | 2 | -1 | 0 | 109
C=C(C)C(=O)Nc1cccc(C2=NOC3(C2)C[C@@H](C(N)=O)N(C(=O)c2ccc(OC)cc2)C3)c1 (stereo not given in full) | 3.1 | 86 | 95* | 103 | 4 | -3 | 11 | 5 | 96
Cc1ccc(CNC(=O)CCC(=O)Nc2nnc(C)s2)cc1 | -3.7 | 96 | 1 | 84 | 5 | -7 | 1 | -2 | 98
Cc1nnsc1C(=O)Nc1cccc(Cl)c1 | -0.7 | 100 | 0 | 93 | -3 | -2 | 1 | -3 | 87
CN(C)c1ccc(C(=O)OCC#CCSc2nnc(-c3cccc4ccccc34)o2)cc1 | · | 99 | 3 | 104 | 0 | 10 | · | · | 93
CCOC(=O)OC(C)OC(=O)[C@@H]1N2C(=O)[C@@H](NC(=O)[C@H](N)c3ccccc3)[C@H]2SC1(C)C (stereo not given in full) | · | 91 | 0 | 103 | 7 | 7 | 8 | 1 | 81
COc1ccc(OC)c(C2CC(=O)N3CN(c4ccccc4F)CSC3=C2C#N)c1 (stereo not given) | 0.5 | 103 | 0 | 88 | -12 | 5 | -17 | -19 | 118
COC(=O)c1c(-c2ccccc2)csc1N | 1.5 | 97 | 0 | 105 | 0 | -2 | 11 | 4 | 90
CC#CCC(CC#CC)c1nc2ccccc2c(=O)n1N | -1.5 | 98 | 1 | 100 | 7 | 2 | 3 | 1 | 102
O=S(=O)(c1ccccc1)N1CCN(C(=S)Nc2ccccc2)CC1 | · | 96 | 0 | 82 | 7 | · | · | · | 103
Cc1ccc(-c2cn(-c3ccccc3)c(=S)[nH]2)cc1C | 2.8 | 96 | 0 | 94 | -10 | 8 | 7 | -3 | 96
CCCCNC(=O)Nc1nc(SCC(=O)OCC)n[nH]1 | 1.2 | 105 | 0 | 102 | 12 | 6 | 10 | 6 | 105
CCOC(=O)C1=C(C)NC(C)=C(C(=O)OCC)C1C(=O)O | 0.0 | 102 | 0 | 107 | 21 | 0 | 1 | -2 | 101
CCOC(=O)[C@@H]1[C@H]2COc3cc(OC)ccc3[C@H]2N2C(=O)N(c3ccc(F)cc3)C(=O)[C@]12C | -2.1 | 97 | 2 | 93 | -10 | 0 | 7 | 3 | 99
Cc1nc(SCC(=O)Nc2nnc(C(C)C)s2)n[nH]1 | 2.4 | 105 | 0 | 124 | 11 | 1 | 9 | 7 | 108
CCN(c1ccc(C(=O)CSc2nnc(C3CC3)n2C2CC2)cc1)S(C)(=O)=O | · | 101 | 0 | 88 | -6 | 2 | -10 | 0 | 93
O=C(CSC(=S)N1CCCCC1)N1N=CCC1c1ccccc1 (stereo not given) | -1.5 | 101 | 0 | 107 | 5 | 6 | 4 | 1 | ·
O=C1/C(=C/c2ccc([N+](=O)[O-])cc2)Oc2cc(O)ccc21 | 0.1 | 98 | 14 | 94 | -9 | · | · | · | 102
O=C(Nc1ccccc1F)C1CCCN(S(=O)(=O)c2cccc3cccnc23)C1 (stereo not given) | -0.8 | 107 | 1 | 106 | 10 | -1 | -4 | 1 | 97
CCCC(=O)N1CCC(CCC(=O)NC2CC2)CC1 | -0.3 | 103 | 6 | 94 | 7 | 2 | 1 | 0 | 106
COc1ccc(C(=O)Oc2cc(C(=S)N3CCOCC3)ccc2OC)cc1 | 2.3 | 104 | 2 | 99 | 8 | 7 | 7 | 4 | 107
C=CCn1cccc(C(=O)Nc2ccc(OC)cc2OC)c1=O | -2.1 | 96 | 0 | 85 | -1 | -4 | 0 | 12 | 96
Cc1ccc(S(=O)(=O)N2CCN(C(=O)CNC(=O)c3ccc(Cl)cc3)CC2)cc1 | · | 102 | 1 | 139 | 8 | 3 | · | · | 103
Cc1cc2nc(C3CCN(Cc4nnnn4Cc4cccs4)CC3)[nH]c2cc1C | 1.0 | 108 | 0 | 97 | -4 | -3 | -7 | 0 | 108

In another format: entries from further up
Fields – MEX-5 binding | AGP1 TOR yeast | GRK2 inh | Yeast superoxide | VLA-4 inh | GLD-1 RNA inh | MCL1 BIM primary | Bcl-xL primary | CIT2 TOR yeast
> CC1CCc2c(sc3c2C2=NS(=O)(=O)CCN2C=N3)C1 (stereo not given)
  1.6 | 98 | 1 | 98 | 17 | 2 | 2 | 7 | 92
> CC(=O)Nc1ccc(S(=O)(=O)NCc2nc(-c3ccccc3C)no2)cc1
  1.4 | 103 | 5 | 86 | -4 | 2 | -1 | 0 | 109
> C=C(C)C(=O)Nc1cccc(C2=NOC3(C2)C[C@@H](C(N)=O)N(C(=O)c2ccc(OC)cc2)C3)c1 (stereo not given in full)
  3.1 | 86 | 95* | 103 | 4 | -3 | 11 | 5 | 96
> Cc1ccc(CNC(=O)CCC(=O)Nc2nnc(C)s2)cc1
  -3.7 | 96 | 1 | 84 | 5 | -7 | 1 | -2 | 98
> Cc1nnsc1C(=O)Nc1cccc(Cl)c1
  -0.7 | 100 | 0 | 93 | -3 | -2 | 1 | -3 | 87
> CN(C)c1ccc(C(=O)OCC#CCSc2nnc(-c3cccc4ccccc34)o2)cc1
  · | 99 | 3 | 104 | 0 | 10 | · | · | 93
> CCOC(=O)OC(C)OC(=O)[C@@H]1N2C(=O)[C@@H](NC(=O)[C@H](N)c3ccccc3)[C@H]2SC1(C)C (stereo not given in full)
  · | 91 | 0 | 103 | 7 | 7 | 8 | 1 | 81
> COc1ccc(OC)c(C2CC(=O)N3CN(c4ccccc4F)CSC3=C2C#N)c1 (stereo not given)
  0.5 | 103 | 0 | 88 | -12 | 5 | -17 | -19 | 118
> COC(=O)c1c(-c2ccccc2)csc1N
  1.5 | 97 | 0 | 105 | 0 | -2 | 11 | 4 | 90

(continued)
SMILES | MEX-5 binding | AGP1 TOR yeast | GRK2 inh | Yeast superoxide | VLA-4 inh | GLD-1 RNA inh | MCL1 BIM primary | Bcl-xL primary | CIT2 TOR yeast
C[C@@]12C(=O)Nc3ccccc3C(=O)N1[C@H]1c3cc(Br)ccc3OC[C@@H]1[C@@H]2c1ccccc1 | · | 84 | 1 | 95 | -12 | -4 | 0 | 9 | 98
COc1ccccc1NC(=S)NC(=O)C(C)(C)C | -0.8 | 103 | 2 | 97 | -13 | -4 | 3 | -1 | 104
N#CC1=C(N)C(C#N)(C#N)[C@H](c2cccnc2)[C@H]2CN(C(=O)OCc3ccccc3)CC=C12 | -0.6 | 104 | 1 | 119 | 1 | 8 | 12 | 8 | 102
Cc1ccc(C2=Nc3cccnc3C(c3ccccc3)=NN2)cc1 | 1.2 | 102 | 1 | 104 | 9 | 2 | 2 | 4 | 96
Cc1cc(-c2nn(-c3ccccc3F)cc2CN2CCC(C(N)=O)CC2)c(C)s1 | 0.8 | 100 | 0 | 104 | 13 | 4 | 1 | 2 | 89
CCOc1ccc(S(=O)(=O)NCCCl)cc1 | 1.7 | 89 | 3 | 92 | 1 | 6 | 0 | -1 | 103
[C-]#[N+][C@H](O[C@@H]1O[C@H](CO)[C@@H](O)[C@H](O)[C@H]1O)c1ccccc1 | 1.1 | 107 | 3 | 85 | 29 | 2 | -2 | 0 | 106
O=C(CSc1nnc(-c2ccc(F)cc2)c2ccccc12)NCC1CCCO1 (stereo not given) | -1.8 | 101 | 0 | 109 | -13 | 4 | 14 | 18 | 96
CCN(C(=O)CSc1nnc(C)n1Cc1ccccc1)C1CCS(=O)(=O)C1 (stereo not given) | -1.4 | 93 | 0 | 110 | 15 | 0 | -12 | -12 | ·
Cc1onc(-c2ccccc2)c1C(=O)N1CC(C)OC(C)C1 (stereo not given) | -2.4 | 88 | 0 | 99 | 12 | 1 | 3 | 3 | 86
CCCOc1ccc(N2C(=O)CC(N(CCc3ccc(OC)c(OC)c3)C(=S)Nc3ccccc3)C2=O)cc1 (stereo not given) | 1.3 | 95 | 0 | 114 | -5 | 5 | -9 | -5 | 96
CCc1ccccc1NC(=O)CSc1ccsc1[N+](=O)[O-] | -0.4 | 98 | 10 | 107 | -9 | 4 | 34 | 7 | 96
CCc1nnc(NC(=O)C2=NN(C3CCS(=O)(=O)C3)C(=O)CC2)s1 (stereo not given) | -1.0 | 95 | 2 | 111 | -3 | -4 | -4 | -1 | 98
CC1(C)CC(=O)C(C=Nc2ccc3cn[nH]c3c2)=C(O)C1 | -4.2 | 91 | 2 | 98 | 2 | 6 | 10 | 7 | 87
CCS(=O)(=O)Nc1cccc(-c2cc(-c3ccccc3)c3cc(C)ccc3n2)c1 | -0.6 | 102 | 0 | 97 | 10 | 0 | 4 | 6 | 94
CC1CN(C(=O)COC(=O)Cc2c(Cl)cccc2Cl)CC(C)O1 (stereo not given) | · | 97 | 1 | 94 | 22 | 1 | · | · | 99
Cc1nc(Nc2cccc(C(C)O)c2)c2nnn(Cc3ccccc3F)c2n1 (stereo not given) | 0.9 | 97 | 1 | 97 | -5 | 1 | -7 | -3 | 99
O=S(=O)(c1ccc(F)cc1)N1CCc2ccccc21 | 2.5 | 97 | 1 | 100 | i | 3 | 8 | 5 | 118
CN(C)CCNC(=O)c1c(NC(=O)c2ccccc2)sc2c1CCCC2 | 2.5 | 95 | 0 | 96 | 7 | -4 | -1 | 2 | 102
Cc1cccc2sc(NC(=O)c3ccc(OCC4CCCO4)cc3)nc12 (stereo not given) | -1.6 | 105 | 1 | 80 | -3 | 2 | 6 | 3 | 116
COCc1ccc(-c2ccc3c(c2)c(C#Cc2ccsc2)c(-c2cc(OC)cc(OC)c2)n3C)cc1 | · | 95 | 0 | 113 | 2 | -6 | 4 | 5 | 95
COc1ccc(-c2ncncc2-c2csc(C)n2)c(O)c1OC | -0.5 | 91 | 0 | 110 | 9 | -3 | -5 | -8 | 89
CC[N+](C)(CC)CCOC(=O)C1c2ccccc2Oc2ccccc21 | · | 94 | 1 | 97 | 3 | 0 | 4 | 0 | 105
CC(=O)Nc1cccc(-c2cc(-c3c(Cl)cccc3Cl)no2)c1 | -2.2 | 96 | 2 | 103 | 18 | 4 | 0 | 2 | 88
